Screening results from PubChem.
Calpain2 inh – inhibitors of pig calpain II, primary screen, biochemical, fluorogenic peptide substrate, 1536-well; purified calpain II, 30 min; inhibition, % at 16 µM; actives 0.37% (n = 220,000); AID 1236, 2008;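 active = inhibition above about 50%, limit read from the data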
eIF4E 4G PPI – eIF4E–eIF4G protein interaction inhibitors, primary screen, biochemical, uHTS, TR-FRET, eIF4GI fragment; TR-FRET eIF4E-eIF4GI(517-606) binding, 2 h; AID 782, 2007; inhibition, % at 21.7 µM; actives 0.37% (n = 220,000);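 active = inhibition above about 30%, limit read from the data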;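 note: 0% = full FRET control wells and 100% = background wells lacking eIF4GI fragment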
Hck Nef HTS – inhibitors of Nef-activated human Hck kinase, primary screen, biochemical, Z-Lyte FRET, 384-well, Hck-YEEI. actives 0.68% (n = 220,000). Recombinant Hck-YEEI plus Nef, Z-Lyte FRET kinase assay. inhibition, % at 20 µM. Tyrosine-protein kinase HCK (Homo sapiens), P08631;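 active = Hck-Nef kinase inhibition above about 50%, limit read from the data; inactive = inhibition below that limit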;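 note: 0% = DMSO with Hck plus Nef and 100% = Hck alone without Nef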
Target sequence (P08631 whole entry, looked up): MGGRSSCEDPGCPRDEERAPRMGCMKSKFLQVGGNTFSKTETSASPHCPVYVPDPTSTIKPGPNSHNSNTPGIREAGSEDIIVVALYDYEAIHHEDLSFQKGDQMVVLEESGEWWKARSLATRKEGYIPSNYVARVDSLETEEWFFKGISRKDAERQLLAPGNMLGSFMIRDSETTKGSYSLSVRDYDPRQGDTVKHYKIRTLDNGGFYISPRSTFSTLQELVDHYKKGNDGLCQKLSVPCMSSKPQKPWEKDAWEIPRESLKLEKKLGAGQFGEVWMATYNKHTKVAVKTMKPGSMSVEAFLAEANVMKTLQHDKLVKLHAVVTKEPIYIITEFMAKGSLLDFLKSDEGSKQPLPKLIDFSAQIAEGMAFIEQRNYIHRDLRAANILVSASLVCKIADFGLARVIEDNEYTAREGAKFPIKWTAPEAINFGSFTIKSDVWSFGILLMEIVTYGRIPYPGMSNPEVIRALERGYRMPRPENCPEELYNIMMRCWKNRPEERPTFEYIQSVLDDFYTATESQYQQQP
EP2 mod – EP2 receptor modulators, cAMP readout, primary screen, cell-based, HTRF cAMP, PGE2 stimulation | Prostaglandin E2 receptor EP2 subtype (Homo sapiens), P43116 | EP2-expressing cells, cAMP HTRF FRET, PGE2 co-stimulation | induction, % at 25 µM | actives 0.83% (n = 260,000) | AID 940, 2007;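 active = compounds whose cAMP rise, as percent of the full-agonist control response, exceeds 60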;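 note: rat C6 glioma line stably carrying human EP2 under a CMV promoter; the protocol text gives 20 µM as final concentration; 100% = response of wells given 1 µM PGE2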
Rad51 HR inh – human RAD51 strand exchange inhibitors, primary screen, biochemical, fluorescence; DNA repair protein RAD51 homolog 1 (Homo sapiens), Q06609; hRad51 DNA strand exchange, fluorescence dequenching; inhibition, % at 10 µM; actives 0.085% (n = 200,000); AID 1385, 2008;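 active = inhibition above 40% at the single screening dose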;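 note: 0% = DMSO control wells and 100% = blanks with heterologous ssDNA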
Target sequence (Q06609 whole entry, looked up): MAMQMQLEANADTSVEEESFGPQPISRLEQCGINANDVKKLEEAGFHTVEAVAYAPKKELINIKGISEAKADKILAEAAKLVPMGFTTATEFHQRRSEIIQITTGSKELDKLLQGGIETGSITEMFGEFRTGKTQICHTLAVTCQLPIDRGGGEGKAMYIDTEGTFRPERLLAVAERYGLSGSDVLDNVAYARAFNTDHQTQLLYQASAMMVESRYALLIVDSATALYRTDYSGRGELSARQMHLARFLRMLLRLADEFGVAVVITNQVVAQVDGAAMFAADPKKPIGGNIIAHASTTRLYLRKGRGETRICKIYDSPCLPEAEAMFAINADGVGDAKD
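Test system – preformed human Rad51 ssDNA filaments · Reagent – Donor/quencher-labelled 47-bp dsDNA substrate · Incubation – 37 °C 15-min filament assembly, 30-min compound preincubation, 15-min exchange · Signal – FRET fluorescence dequenching, excitation 485 nm, emission 520 nm · Read-out – percent inhibition from fluorescence, normalised to plate control and blank means · Benchmarks – plate control and blank wells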
TbHK1 inh – Trypanosoma brucei hexokinase 1 inhibitors, primary screen, biochemical, G6PDH-coupled NADH absorbance, MLSCN library | recombinant TbHK1, G6PDH-coupled NADH A340 | inhibition, % at 10 µM | actives 0.11% (n = 220,000);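 active = inhibition of 50% or more in the single-dose primary screen; inactive = inhibition below 50%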
PGE2 EP2 inh – human EP2 receptor antagonists, primary screen, TR-FRET cAMP, C6 glioma cells; inhibition, % at 25 µM; C6 glioma cells expressing human EP2; cells stimulated with saturating PGE2; AID 1422, 2008; Prostaglandin E2 receptor EP2 subtype (Homo sapiens), P43116; actives 0.52% (n = 260,000);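 active = percent inhibition above 40 after rounding to a whole number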;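 note: rat C6 glioma host cells with rolipram phosphodiesterase inhibitor present; the protocol text gives 20 µM as final concentration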
zVAD death inh – inhibitors of zVAD-triggered necroptosis, primary screen, L929 cells. L929 zVAD necroptosis rescue, ATP luminescence, 24 h; with zVAD 60 µM. viability rescue, % at 10 µM. actives 0.38% (n = 220,000). AID 1377, 2008;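 active = activation, scaled between plate controls, above about 75%, limit read from the data; inactive = activation under that limit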;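 note: 0% = zVAD with DMSO and 100% = DMSO alone without zVAD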
14-3-3 Bad inh – inhibitors of 14-3-3 zeta/Bad binding, primary screen, biochemical, TR-FRET, bovine 14-3-3 zeta; 14-3-3 protein zeta/delta (Bos taurus), P63103; TR-FRET 14-3-3zeta/Dy647-pBad peptide displacement, 1 h; inhibition, % at 21.7 µM; actives 0.71% (n = 220,000);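 active = inhibition above about 70%, limit read from the data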;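 note: 0% = full 14-3-3 plus peptide FRET controls and 100% = background without 14-3-3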
An asterisk follows results filed as active; [ ] = dose if it differs, or a comment. An excerpt. The share of hits here may be higher or lower than overall.

Screening O=C(Nc1cccc(O)c1)c1noc2c1CCc1ccccc1-2 returned Calpain2 inh 1, eIF4E 4G PPI -5, Hck Nef HTS -2, EP2 mod -34, Rad51 HR inh -1, TbHK1 inh -5, PGE2 EP2 inh 17, zVAD death inh 0.0 and 14-3-3 Bad inh 1.
Screening COc1ccc(CNC(=O)c2ccc(Br)o2)cc1 returned Calpain2 inh 22, eIF4E 4G PPI -3[fluorescence artefact?], Hck Nef HTS 2, EP2 mod -12, Rad51 HR inh 0, TbHK1 inh 0, PGE2 EP2 inh 3, zVAD death inh 0.9 and 14-3-3 Bad inh 7.
`COc1ccc(C(F)(F)F)cc1N/C=C/c1nnnn1-c1ccc2ccccc2c1` gave Calpain2 inh -43, eIF4E 4G PPI 4, Hck Nef HTS 13, EP2 mod -51, Rad51 HR inh -9, TbHK1 inh -28, PGE2 EP2 inh 7, zVAD death inh 1.0 and 14-3-3 Bad inh 0.
`CN(C)c1nc(N)nc(CSc2nnnn2C)n1` gave Calpain2 inh 14, eIF4E 4G PPI -7, Hck Nef HTS 2, EP2 mod 0, TbHK1 inh -4, PGE2 EP2 inh 7, zVAD death inh -0.1 and 14-3-3 Bad inh -9.
C=CCC1(O)C(=O)Nc2ccccc21 (stereo not given) was read as Calpain2 inh -7, eIF4E 4G PPI -1, Hck Nef HTS 1, EP2 mod 27, Rad51 HR inh -6, TbHK1 inh 2, PGE2 EP2 inh 0, zVAD death inh -0.1 and 14-3-3 Bad inh 0.
Screening Cc1cc(C)n(C(=O)c2cccc(S(=O)(=O)N3CCCCC3)c2)n1 returned Calpain2 inh 12, eIF4E 4G PPI -3, Hck Nef HTS 20, EP2 mod 15, Rad51 HR inh -8, TbHK1 inh -4, PGE2 EP2 inh 4, zVAD death inh 0.9 and 14-3-3 Bad inh -5.
Screening CCOCCCNC(=O)c1ccccc1OC1CCN(S(C)(=O)=O)CC1 returned Calpain2 inh -21, eIF4E 4G PPI 2, Hck Nef HTS 15, EP2 mod 18, Rad51 HR inh 28, TbHK1 inh -5, PGE2 EP2 inh 2, zVAD death inh 10 and 14-3-3 Bad inh -9.
`CC(=O)N1CCc2cc(S(=O)(=O)CCC(=O)N3CCN(c4ccccn4)CC3)ccc21` gave Calpain2 inh -1, eIF4E 4G PPI 0[fluorescence artefact?], Hck Nef HTS 12, EP2 mod 7, Rad51 HR inh -3, TbHK1 inh 1, PGE2 EP2 inh 12, zVAD death inh 0.1 and 14-3-3 Bad inh -1.
O=C(/C=C/c1ccc2c(c1)OCO2)N1CCN(c2n[nH]c(=O)[nH]c2=O)CC1 was read as Calpain2 inh -21, eIF4E 4G PPI 3, Hck Nef HTS -16, EP2 mod 10, Rad51 HR inh 1, TbHK1 inh -36, PGE2 EP2 inh 7, zVAD death inh 1.4 and 14-3-3 Bad inh -2.
COc1cc2c(cc1OC)C1=C(C#N)CC/C(=N\S(=O)(=O)c3ccccc3)N1CC2 was read as Calpain2 inh -15, eIF4E 4G PPI 1, Hck Nef HTS 2, EP2 mod 8, Rad51 HR inh -3, TbHK1 inh -39, PGE2 EP2 inh 14, zVAD death inh 0.8 and 14-3-3 Bad inh 2.
Screening Cc1cccc(N2CCN(C(=O)CC(NC(=O)c3ccccc3)c3ccccc3)CC2C)c1 (stereo not given) returned Calpain2 inh 4, eIF4E 4G PPI -2, Hck Nef HTS 3, EP2 mod 21, Rad51 HR inh -2, TbHK1 inh 0, PGE2 EP2 inh 9, zVAD death inh 1.1 and 14-3-3 Bad inh -3[fluorescence artefact?].
Screening Cc1cccc(OCCOC(=O)C2CCN(S(=O)(=O)c3cccs3)CC2)c1 returned Calpain2 inh 13, eIF4E 4G PPI 1, Hck Nef HTS 7, EP2 mod -21, Rad51 HR inh 3, TbHK1 inh 3, PGE2 EP2 inh 22, zVAD death inh 0.8 and 14-3-3 Bad inh -5.
Screening C/C(=N\NC(=S)NC1CCCCC1)c1ccccc1 returned Calpain2 inh 26, eIF4E 4G PPI -1[fluorescence artefact?], Hck Nef HTS 0, EP2 mod 8, Rad51 HR inh 4, TbHK1 inh -8, PGE2 EP2 inh 2, zVAD death inh -0.7 and 14-3-3 Bad inh -11.
Screening CN(Cc1cn(-c2ccccc2)nc1-c1ccc(Cl)cc1)C(=O)CCC(=O)O returned Calpain2 inh -17, eIF4E 4G PPI 19, Hck Nef HTS 6, EP2 mod 15, Rad51 HR inh 2, TbHK1 inh 11, PGE2 EP2 inh 5, zVAD death inh 0.8 and 14-3-3 Bad inh -9[fluorescence artefact?].
O=C(NCc1ccncc1)c1cc(C(=O)C2CCCCC2)c[nH]1 was read as Calpain2 inh -4, eIF4E 4G PPI 1, Hck Nef HTS -10, EP2 mod 2, Rad51 HR inh -4, TbHK1 inh 14, PGE2 EP2 inh 8, zVAD death inh 0.0 and 14-3-3 Bad inh -2.
For CCCCC(=O)OCC(=O)c1[nH]c(C)c(C(C)=O)c1C the results were Calpain2 inh 89*, eIF4E 4G PPI 2, Hck Nef HTS 19, EP2 mod 10, Rad51 HR inh -2, TbHK1 inh 3, PGE2 EP2 inh 6, zVAD death inh -3.0 and 14-3-3 Bad inh 12.
CC(=O)CSc1nnc(-c2cnccn2)n1-c1ccccc1 was read as Calpain2 inh -42, eIF4E 4G PPI -4, Hck Nef HTS 1, EP2 mod 20, TbHK1 inh -2, zVAD death inh -0.3 and 14-3-3 Bad inh -1.
For O=C(Nc1ccc2c(c1)CCC2)c1cccc(F)c1 the results were Calpain2 inh 36, eIF4E 4G PPI 2, Hck Nef HTS 1, EP2 mod -64, Rad51 HR inh -9, TbHK1 inh 1, PGE2 EP2 inh 3, zVAD death inh 2.3 and 14-3-3 Bad inh 28.
S=c1[nH]nc(-c2ccccn2)n1/N=C/c1ccccc1 was read as Calpain2 inh -4, eIF4E 4G PPI -4, Hck Nef HTS 3, EP2 mod 14, Rad51 HR inh -1, TbHK1 inh 32, PGE2 EP2 inh 12, zVAD death inh 0.9 and 14-3-3 Bad inh -1.
For COc1cccc(Nc2nc3ccccc3n3cnnc23)c1 the results were Calpain2 inh -17, eIF4E 4G PPI -2, Hck Nef HTS 2, EP2 mod 10, Rad51 HR inh -2, TbHK1 inh -25, PGE2 EP2 inh 13, zVAD death inh 2.4 and 14-3-3 Bad inh 8.
For O=C(NN1C(=O)c2ccccc2NC1c1ccc([N+](=O)[O-])o1)c1ccc([N+](=O)[O-])cc1 (stereo not given) the results were Calpain2 inh 11, eIF4E 4G PPI -2, Hck Nef HTS -7, EP2 mod 14, Rad51 HR inh 29, TbHK1 inh -15, PGE2 EP2 inh 7, zVAD death inh 11 and 14-3-3 Bad inh -10.
For CCCCn1c(N)c(N(CC)C(=O)CCc2ccccc2)c(=O)[nH]c1=O the results were Calpain2 inh 23, eIF4E 4G PPI 16[fluorescence artefact?], Hck Nef HTS 5, EP2 mod -2, Rad51 HR inh 0, TbHK1 inh 12, PGE2 EP2 inh 5, zVAD death inh 0.6 and 14-3-3 Bad inh 11.
For N/C(=N\OC(=O)CN1C(=O)c2ccccc2C1=O)c1ccc(Br)cc1 the results were Calpain2 inh 27, eIF4E 4G PPI -4, Hck Nef HTS -8, EP2 mod -39, Rad51 HR inh 10, TbHK1 inh -8, PGE2 EP2 inh 7, zVAD death inh 3.1 and 14-3-3 Bad inh 2.
Screening CC1CN(C(=S)SCCN2C(=O)CCC2=O)CC(C)O1 (stereo not given) returned Calpain2 inh -29, eIF4E 4G PPI -2, Hck Nef HTS 17, EP2 mod 14, Rad51 HR inh -6, TbHK1 inh -2, PGE2 EP2 inh 8, zVAD death inh 8.5 and 14-3-3 Bad inh -7.
For COc1cc(OC)cc(C(=O)NCCOc2ccccc2)c1 the results were Calpain2 inh 12, eIF4E 4G PPI -9, Hck Nef HTS 0, EP2 mod -3, Rad51 HR inh -6, TbHK1 inh -2, PGE2 EP2 inh 11, zVAD death inh 0.6 and 14-3-3 Bad inh -7.
For COc1ccccc1NC(=S)N1CCCc2ccccc21 the results were Calpain2 inh -4, eIF4E 4G PPI 2, Hck Nef HTS 14, EP2 mod -14, Rad51 HR inh 0, TbHK1 inh -2, PGE2 EP2 inh 6, zVAD death inh 1.4 and 14-3-3 Bad inh -7.
Screening CCn1ncc(/C=C/C(=O)Nc2c(C)nn(CC)c2C)c1C returned Calpain2 inh 16, eIF4E 4G PPI 0, Hck Nef HTS 2, EP2 mod 6, Rad51 HR inh -1, TbHK1 inh -6, PGE2 EP2 inh 8, zVAD death inh 0.0 and 14-3-3 Bad inh -9.
For COc1ccccc1C(=O)NCCn1ccc2ccccc21 the results were Calpain2 inh -3, eIF4E 4G PPI 1[fluorescence artefact?], Hck Nef HTS 0, EP2 mod 29, TbHK1 inh -3, PGE2 EP2 inh 13, zVAD death inh -0.2 and 14-3-3 Bad inh -10.
CCOC(=O)NNC(=O)C12CC3CC(CC(C3)C1)C2 was read as Calpain2 inh 32, eIF4E 4G PPI 0, Hck Nef HTS 14, EP2 mod 0, Rad51 HR inh 10, TbHK1 inh 2, PGE2 EP2 inh -1, zVAD death inh 1.6 and 14-3-3 Bad inh -8.
For CCC(C)[C@H](NC(=O)N1CCN(c2cccc(C(F)(F)F)c2)CC1)C(=O)OC (stereo not given in full) the results were Calpain2 inh -31, eIF4E 4G PPI -5[fluorescence artefact?], Hck Nef HTS 1, EP2 mod 9, Rad51 HR inh 1, TbHK1 inh -4, PGE2 EP2 inh 5, zVAD death inh -0.7 and 14-3-3 Bad inh -1.
Nc1nc(CCl)nc(Nc2ccccc2)n1 was read as Calpain2 inh -41, eIF4E 4G PPI 4, Hck Nef HTS 23, EP2 mod -4, Rad51 HR inh 2, TbHK1 inh -3, PGE2 EP2 inh 4, zVAD death inh -2.8 and 14-3-3 Bad inh -14.
